Bioassay records as filed in PubChem BioAssay.
TRPV1 agonist: agonists of human vanilloid receptor 1 (TRPV1) | TRPV1-expressing cells, Fluo-8 calcium influx, agonist mode | activation, % at 8.33 µM | actives 0.19% (n = 320,000) | AID 540275; in the data active = activation above about 80%; inconclusive = between about 30% and that limit; note: 0% is about no effect
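Fluo-8 calcium influx in TRPV1-expressing cells, kinetic read (ex 480/em 520 nm). Compound added and read 3 min for agonist activity, followed by capsaicin at EC20 final and 2 min further read for enhancement.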
ELG1 genotox: induces genotoxicity in HEK293T cells with luciferase-tagged ELG1; Potency, µM (doses to about 46 µM), inactives show at the top dose activity change, positive = activation, hits mostly activators; HEK293T ELG1-luciferase reporter, luminescence, 16 h; actives 1.3% (n = 330,000); note: potency is the fitted concentration of half-maximal effect; % of control where 0% means no effect; nearly all actives have a fitted effect of over 60% in size
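Genotoxicity was scored as increased ELG1-luciferase reporter signal, measured by ONE-Glo luminescence (30 min, room temperature). Compound or vehicle exposure of the HEK293T reporter cells lasted 16 hr at 37°C.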
uPA generation: inhibitors of cell surface uPA generation; AID 540303; cell surface uPA generation assay, qHTS; Potency, µM (doses to about 38.3 µM), for inactives: at the highest dose activity change, negative = inhibition, hits mostly inhibitors; actives 0.31% (n = 330,000); active = well fitted inhibition curve with a large enough effect; inconclusive = small, poorly fitted or top-dose-only effect; inactive = no such curve, though single readings can be large or run the other way; tested in mouse RAW 264.7 cells; note: potency is the fitted concentration of half-maximal effect; % is set by controls: 0 for no effect and ±100 for the full control effect; nearly all actives have a fitted effect of over 55% in size
TSG101-PTAP inh: blocks PTAP/TSG101 interaction to inhibit HIV-1 budding; Q99816; Fluorescence polarization, FITC-PTAP peptide / Tsg101 binding; Potency, µM (doses to about 115 µM), without a hit: at the top dose activity change, negative = inhibition, usual class: inhibitors; 340,000 tested, under 10 active; active = well fitted inhibition curve with a large enough effect in the main read-out, with a control signal flat, not every such curve was filed as active; inconclusive = small, poorly fitted or top-dose-only effect, or effect the other way, or a change in a side signal; inactive = no such curve, though single readings can be large or run the other way; note: potency is the fitted concentration of half-maximal effect; % of control where 0% means no effect
Target sequence (Q99816 whole entry, looked up): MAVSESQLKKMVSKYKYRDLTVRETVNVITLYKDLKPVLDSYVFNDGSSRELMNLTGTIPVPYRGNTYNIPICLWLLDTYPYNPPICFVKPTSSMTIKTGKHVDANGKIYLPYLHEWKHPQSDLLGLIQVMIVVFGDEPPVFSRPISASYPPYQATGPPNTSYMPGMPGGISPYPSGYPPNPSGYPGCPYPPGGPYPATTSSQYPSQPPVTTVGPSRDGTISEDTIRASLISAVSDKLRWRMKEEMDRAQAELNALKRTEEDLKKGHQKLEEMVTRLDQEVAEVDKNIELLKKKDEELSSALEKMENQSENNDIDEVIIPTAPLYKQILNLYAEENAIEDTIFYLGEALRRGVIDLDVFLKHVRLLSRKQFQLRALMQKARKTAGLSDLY
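Compounds were pin-transferred onto Tsg101 binding domain (10 uM final) in HEPES pH 7.5 buffer, then FITC-PTAP peptide was added at 50 nM final. After 20 min at RT, polarization reported peptide displacement across a qHTS concentration series.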
USP2a inh: USP2a (human) protease inhibition; Potency, µM (highest dose often 38.3 µM), without a hit: at the highest dose activity change, negative = inhibition, actives largely listed as inhibitors; AID 463254; USP2 core, Ub-CHOP2 coupled fluorogenic reporter, 485/531; actives 0.01% (n = 330,000);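 note: potency is the fitted concentration of half-maximal effect; plate controls were DMSO wells for no effect and full inhibition by NEM control for full effect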
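Cell-free coupled assay: 10nM USP2 core preincubated 30min RT with compound in Tris-HCl pH 8.0/CaCl2/CHAPS buffer, then 25nM Ub-CHOP2 and 25nM reporter substrate; fluorescence (Ex 485/Em 531) read after 60min RT, normalized to NEM inhibition, concentration-response curves fitted.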
Eya2 phos inh: Eya2 (human) phosphatase inhibition; O00167; actives 0.006% (n = 330,000); Potency, µM (highest dose often 76.9 µM), for the others: at the highest dose activity, negative = inhibition, usual class: inhibitors; AID 488837; recombinant Eya2, OMFP fluorescence dephosphorylation (OMFP is methylfluorescein phosphate); note: potency is the fitted concentration of half-maximal effect; % is set by controls: 0 for no effect and ±100 for the full control effect
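Eya2 (0.2 uM) preincubated 10 min at ambient with compound, then OMFP substrate added at 50 uM; 10 min reaction in 50 mM HEPES pH 7.5, 50 mM NaCl, 5 uM MgCl2, 0.05% BSA, 1 mM DTT. Fluorescence read at Ex 485/Em 525 nm.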
BRCA1 expr up: activators of BRCA1 expression | MCF7-BRCA1-FFLuc reporter, luminescence, 48 h; response scale: scaled: vehicle 0%, 10 µM genistein 100% | Potency, µM (doses to about 46.1 µM), for inactives: top-dose activation, most hits filed as activators | actives 1.1% (n = 380,000) | AID 624202; note: potency is the fitted concentration of half-maximal effect; nearly all actives have a fitted effect of over 80% in size; some results filed as inactive show a strong effect at the top dose
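Cells: MCF7-BRCA1-FFLuc, 2000/well. Exposure: 48 h, 37 °C, 5% CO2. Read: luminescence, 15 min post-substrate. Controls: genistein 10 microM (maximal activation), DMSO (neutral).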
B2AR arrestin: beta2AR (human) beta-arrestin recruitment activity; P07550; actives 0.02% (n = 330,000); Potency, µM (highest dose often 46.1 µM), for the others: at the highest dose activation, usual class: activators; beta-arrestin recruitment to beta2AR, cell-based reporter;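 note: potency is the fitted concentration of half-maximal effect; 0% = DMSO controls and full agonism = EC100 isoproterenol or metaproterenol; nearly all actives have a fitted effect of over 65% in size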
Target sequence (P07550 whole entry, looked up): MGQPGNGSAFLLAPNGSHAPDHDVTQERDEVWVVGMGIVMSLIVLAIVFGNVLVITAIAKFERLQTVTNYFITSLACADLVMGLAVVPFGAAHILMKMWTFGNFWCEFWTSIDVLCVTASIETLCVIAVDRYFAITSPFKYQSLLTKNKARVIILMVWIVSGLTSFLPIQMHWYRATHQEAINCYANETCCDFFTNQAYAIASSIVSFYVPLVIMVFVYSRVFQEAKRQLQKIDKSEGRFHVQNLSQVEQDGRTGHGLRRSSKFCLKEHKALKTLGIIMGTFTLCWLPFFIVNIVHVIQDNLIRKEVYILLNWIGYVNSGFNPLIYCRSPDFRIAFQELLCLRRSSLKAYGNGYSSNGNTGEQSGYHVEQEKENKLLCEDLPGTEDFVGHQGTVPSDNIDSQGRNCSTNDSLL
a7 integrin act: activators of alpha7 integrin expression for muscular dystrophy. AID 624291. alpha7betagal myoblasts, beta-gal FDG fluorescence, 48 h. actives 0.064% (n = 350,000). Potency, µM (titrated, usually from 38.3 µM), for inactives: at the highest dose activation, actives largely listed as activators;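 note: potency is the fitted concentration of half-maximal effect; 100% = response of the positive control SU9516; nearly all actives have a fitted effect of over 60% in size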
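Alpha7betagal+/- myoblasts (passage 13) were plated 16-24 hr, then exposed to compounds (1:260 dilution of DMSO stock) for 48 hours at 37C. After MPER lysis, β-galactosidase reporter activity was read as FDG fluorescence (ex 480/em 540) after 30 minutes.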
S-ASM inh: human S-ASM enzyme inhibition. P17405. placental ASM, HMU-PC fluorogenic substrate, 60 min. Potency, µM (doses to about 57.5 µM), without a hit: at the highest dose activity change, negative = inhibition, most hits filed as inhibitors. actives 0.006% (n = 340,000). AID 504937; note: potency is the fitted concentration of half-maximal effect
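qHTS format. ASM enzyme prepared from human placenta hydrolyses the fluorogenic substrate HMU-PC0 (9 uM final) over 60 min at 37 °C after a 10 min compound preincubation.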
p53 reactivation: mutant p53 re-activation in reporter cells | actives 0.063% (n = 320,000) | H1299 p53-A138V BP100-luciferase reporter, luminescence, 24 h | Potency, µM (top dose mostly 92.2 µM), without a hit: top-dose activity change, positive = activation, actives largely listed as activators; note: potency is the fitted concentration of half-maximal effect; % of control where 0% means no effect; nearly all actives have a fitted effect of over 45% in size
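p53-null H1299 cells stably carrying temperature-sensitive p53-A138V and a BP100-luciferase reporter were pinned with compounds (4-point, 1:5 series) and held 24 hrs at 37 deg C. Luminescence was read 10 min after detection reagent.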
An asterisk follows results filed as active; ? = inconclusive; / = no result given; [ ] = remark or other dose. Unless noted, calls come from the whole dose curve; as a rule, active = well fitted curve in the direction sought with a large enough effect; inconclusive = small, poorly fitted or top-dose-only effect, or another doubt; inactive = no such curve, though single readings can be large; an effect the other way counts as inactive or inconclusive.

SMILES	TRPV1 agonist	ELG1 genotox	uPA generation	TSG101-PTAP inh	USP2a inh	Eya2 phos inh	BRCA1 expr up	B2AR arrestin	a7 integrin act	S-ASM inh	p53 reactivation
CSc1ccc(S(=O)(=O)NCC(=O)OCC(=O)NCC2CCCO2)cc1[N+](=O)[O-] (stereo not given)	1	1%	-2%	-2%	3%	-19%	-1%	0.2%	-23%	-3%	6%
Cc1nn(Cc2ccccc2Cl)c(Cl)c1/C=C/C(=O)OCC(=O)NC(N)=O	5	5%	6%	-3%	3%	28%	-11%	0.1%	16%	6%	3%
C=CCn1c(CNC(=O)c2ccccc2F)nnc1SCC(=O)N1CCOCC1	-8	-2%	4%	-1%	2%	-4%	-1%	-0.1%	21%	0%	/
CCCCn1c(N)c(N(CC(C)C)C(=O)c2cccc(S(=O)(=O)N(CC)c3ccccc3)c2)c(=O)[nH]c1=O	/	/	-1%	1%	/	/	-10%	/	-22%	5%	/
CC1CCN(C(=O)C2CCN(CCCc3ccccc3)CC2)CC1	22	1%	/	/	1%	-6%	/	4.3%	/	/	4%
CCCc1nnc(SCC(=O)Nc2ccc3c(c2)OCCO3)n1CCOC	-1	2%	4%	3%	1%	-12%	-12%	-0.2%	3%	6%	2%
O=P(Cc1cccc2ccccc12)(c1ccccc1)c1ccccc1	/	/	-8%	-3%	/	/	-19%	/	24%	4%	/
CCNC(=S)NNC(=O)Cn1c(=O)c2c(ncn2CCOC)n(Cc2ccccc2)c1=O	0	0%	0%	-1%	0%	3%	-6%	-0.4%	-10%	-6%	6%
O=C(Nc1cccc2ccccc12)/C(Cl)=C/c1ccccc1	11	1%	-1%	-4%	-1%	9%	-15%	-0.3%	-36%	-8%	9%
COc1ccc(C(NC(=O)CN2CCCCCC2)c2ccc(OC)cc2)cc1	-5	-3%	-3%	-5%	2%	-7%	-28%	-0.5%	-17%	2%	-5%
COc1cc(NC(=O)c2cc(-c3ccccc3Cl)on2)cc(OC)c1OC	3	-5%	-10%	-12%	-8%	-22%	-74%	-0.2%	-18%	-11%	-10%
CCC(C)n1cnc2c(c1=O)c1nc3ccccc3nc1n2-c1ccc2c(c1)OCCO2 (stereo not given)	-3	7%	/	-3%	0%	-5%	-35%	-1.2%	18%[7.66 µM]	7%	6%
COc1cc(NC(=O)c2cccc(C)c2)c(OC)cc1NC(=O)CN1CCCCC1	4	-15%	7%	-1%	3%	-8%	-84%[inhibitor]	0.2%	-4%	1%	-1%
CCN1CCN(CC(=O)Nc2cc(F)ccc2C)CC1	8	-2%	-3%	-1%	1%	31%	-3%	-0.6%	21%	-3%	4%
Cc1cc(C)c(C#N)c(SCS(=O)c2ccc(C(C)(C)C)cc2)n1 (stereo not given)	4	-13%	0%	-6%	1%	-2%	-21%	-0.4%	2%	-3%	6%
Cc1nc(NC(=O)CSc2nnc(C3CC3)n2C)sc1C(=O)N(C)C	3	-5%	-4%	-4%	0%	0%	13%	0.0%	7%	3%	/
COc1cccc2c(=O)n(CC(=O)Nc3ccccc3F)ccc12	-4	?	9%	2%	0%	13%	-8%	-0.1%	10%	-3%	5%
C=CCN1C(=O)C(O)(CC(=O)c2ccccc2)c2ccccc21 (stereo not given)	2	0%	2%	-3%	0%	13%	-3%	0.3%	-41%	0%	3%
CN1CCN(S(=O)(=O)c2ccc(Sc3nnc(-c4cccs4)n3-c3ccccc3)nc2)CC1	/	-16%	2%	-3%	1%	13%	-6%	-0.3%	-25%	3%	-1%
O=C(O)CCn1nc(-c2ccc(F)cc2)cc(Cc2ccccc2)c1=O	8	0%	-5%	-4%	-3%	-1%	-5%	0.0%	35%	-1%	-4%

Among those listed so far, 3 contain a Cl atom.
SMILES	TRPV1 agonist	ELG1 genotox	uPA generation	TSG101-PTAP inh	USP2a inh	Eya2 phos inh	BRCA1 expr up	B2AR arrestin	a7 integrin act	S-ASM inh	p53 reactivation
Cc1nn(Cc2ccccc2Cl)c(Cl)c1/C=C/C(=O)OCC(=O)NC(N)=O	5	5%	6%	-3%	3%	28%	-11%	0.1%	16%	6%	3%
O=C(Nc1cccc2ccccc12)/C(Cl)=C/c1ccccc1	11	1%	-1%	-4%	-1%	9%	-15%	-0.3%	-36%	-8%	9%
COc1cc(NC(=O)c2cc(-c3ccccc3Cl)on2)cc(OC)c1OC	3	-5%	-10%	-12%	-8%	-22%	-74%	-0.2%	-18%	-11%	-10%

Profiles from above.
Profile of `CCCCn1c(N)c(N(CC(C)C)C(=O)c2cccc(S(=O)(=O)N(CC)c3ccccc3)c2)c(=O)[nH]c1=O` : TRPV1 agonist = /; ELG1 genotox = /; uPA generation = -1%; TSG101-PTAP inh = 1%; USP2a inh = /; Eya2 phos inh = /; BRCA1 expr up = -10%; B2AR arrestin = /; a7 integrin act = -22%; S-ASM inh = 5%; p53 reactivation = /
Profile of `COc1cc(NC(=O)c2cccc(C)c2)c(OC)cc1NC(=O)CN1CCCCC1` : TRPV1 agonist = 4; ELG1 genotox = -15%; uPA generation = 7%; TSG101-PTAP inh = -1%; USP2a inh = 3%; Eya2 phos inh = -8%; BRCA1 expr up = -84%[inhibitor]; B2AR arrestin = 0.2%; a7 integrin act = -4%; S-ASM inh = 1%; p53 reactivation = -1%

(cont.)
SMILES	TRPV1 agonist	ELG1 genotox	uPA generation	TSG101-PTAP inh	USP2a inh	Eya2 phos inh	BRCA1 expr up	B2AR arrestin	a7 integrin act	S-ASM inh	p53 reactivation
COc1ccc(OCCOC(=O)CNC(=O)c2cccc(C)c2)cc1	20	-4%	1%	1%	-1%	2%	13%	-0.7%	-57%[inhibitor]	-1%	0%
COc1cccc(NC(=S)NCc2ccc(F)cc2)c1	?	-1%	6%	-2%	0%	-3%	30%	0.5%	17%	1%	-3%
COc1ccccc1NC(=O)N1CCCC1C(=O)NCC1CCCO1 (stereo not given)	5	0%	0%	2%	-1%	12%	-1%	0.1%	6%	5%	2%
CC(=O)c1ccccc1NC(=O)COC(=O)CCCN1C(=O)c2cccc3cccc(c23)C1=O	1	-1%	4%	0%	5%	-1%	-9%	-0.3%	8%	-6%	-6%
CN(c1ccc(OCC(=O)NC2CCCC2)cc1)S(=O)(=O)c1cccs1	6	-2%	0%	-7%	0%	3%	-3%	0.4%	-7%	4%	-1%
CCOC(=O)c1ccc(-n2c(CN3CCN(CC)CC3)nc3ccc([N+](=O)[O-])cc3c2=O)cc1	1	-6%	-32%	-3%	1%	4%	4%	0.0%	17%	-1%	3%
O=C(/C=C/c1cccc([N+](=O)[O-])c1)N1CC[C@@]2(O)CCCC[C@H]2C1	3	5%	-4%	3%	2%	11%	0%	-0.6%	10%	-4%	-2%
Cc1cc(Br)c(NC(=O)CN(C)CCOc2ccccc2)c(Br)c1	21	-2%	-16%	3%	-12%	-15%	18%	-0.4%	-15%	-5%	-3%
O=C(CN1C(=O)S/C(=C\c2ccccc2F)C1=O)NC1CCS(=O)(=O)C1 (stereo not given)	1	3%	-4%	-3%	0%	-2%	-20%	0.2%	-13%	-2%	?
CCOC(=O)c1oc2ccc(CNC(C)(C)C)c(Cl)c2c1C	-5	2%	?	-4%	2%	5%	82%	2.9%	-48%	-5%	?
O=C1CCC(C(=O)N2CCSCC2)CN1Cc1ccc(Cl)cc1 (stereo not given)	22	0%[9.26 µM]	1%	-1%	-2%	-6%	-3%	0.1%	?	-4%	4%
COc1ccc(-c2cc(=O)c3cc(OC)c(OC)cc3[nH]2)cc1	-2	-2%	5%	-6%	7%	1%	19%	-2.6%	15%	4%	17%
COc1ccc(NC(=O)CCNS(=O)(=O)c2ccc(Cl)c([N+](=O)[O-])c2)cc1S(N)(=O)=O	-2	0%	2%	-4%	0%	3%	-5%	-0.3%	-17%	-2%	6%
Cc1ccc(-n2nnnc2SCC(=O)NC(=O)Nc2ccc3c(c2)OCCO3)cc1	1	15%	-5%	-2%	-6%	-23%	?	-0.3%	20%	-5%	?
CCOC(=O)C(C)(C)Sc1ncnc2nc[nH]c12	-1	4%	-5%	/	-1%	4%	0%	-0.8%	-2%	3%	16%
CCNC(=O)COC(=O)C1CCN(S(=O)(=O)c2ccc3c(c2)OCCO3)CC1	0	1%	1%	-4%	0%	3%	-38%	0.0%	-2%	4%	1%
O=C(Nc1nccs1)c1ccc(NC(=O)C2CC=CCC2C(=O)O)cc1 (stereo not given)	-1	1%	?	-6%	2%	14%	16%	-0.1%	23%	-1%	0%
